From PubChem
PvdQ acylase = blocks Pseudomonas aeruginosa PvdQ acylase activity | purified PvdQ acylase, fluorescence plate reader | AID 488965 | inhibition, % at 10 µM | 340,000 tested, 0.063% active; in the data active = inhibition above about 30%, passing the limit was not always enough; inconclusive = no clear call, values can overlap the other calls;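 note: 0% = vehicle neutral wells and 100% = reference inhibitor wells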
cardiac RTF act = increases calcium sensitivity of human cardiac regulated thin filaments; activation, % at 7.2 µM; AID 493008; 340,000 tested, 0.24% active; IANBD-labeled TnC RTF fluorescence at EC20 calcium; 0% EC20 calcium, 100% full calcium;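 active = activation above the mean over all tested compounds plus 3 SD, cut at about 30% in these data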;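 note: rise in fluorescence read as greater calcium sensitivity of cardiac thin filaments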
HTR5A ag ctr = HTR5A agonism, opioid heterodimer counter-screen; P47898; HTR5A agonist assay, luminescence, cell-based; activation, % at 9.3 µM; 340,000 tested, 0.61% active; AID 504692; in the data active = activation mostly above about 9.5%, no sharp cut-off; inactive = mostly below about 7.6%;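 note: 0% = cells with vehicle only and 100% = reference agonist; strong numbers were not always called active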
Target sequence (P47898 whole entry, looked up): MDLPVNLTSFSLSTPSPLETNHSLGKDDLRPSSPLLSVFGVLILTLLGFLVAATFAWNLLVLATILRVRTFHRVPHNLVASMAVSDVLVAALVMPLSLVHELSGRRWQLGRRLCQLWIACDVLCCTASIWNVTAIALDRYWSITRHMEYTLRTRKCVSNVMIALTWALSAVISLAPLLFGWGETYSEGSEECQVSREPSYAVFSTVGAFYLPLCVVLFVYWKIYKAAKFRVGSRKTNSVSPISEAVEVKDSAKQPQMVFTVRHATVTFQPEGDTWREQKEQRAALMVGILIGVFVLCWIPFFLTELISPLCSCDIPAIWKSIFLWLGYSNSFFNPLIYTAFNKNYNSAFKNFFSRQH
SR-BI DiI inh = inhibitors of mouse SR-BI mediated HDL lipid uptake; ldlA[mSR-BI] CHO cells, DiI-HDL uptake fluorescence, 3 h; 320,000 tested, 0.96% active; inhibition, % at 12.5 µM; Q61009;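 active = mean replicate inhibition of at least 70% and a set share of replicates each scoring 70 or more; inconclusive = meets just one of the two criteria; inactive = fails both criteria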;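 note: 0% = median of neutral control wells and 100% = median of positive control wells; values of inactives mirror those of a sister screen read the other way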
Target sequence (Q61009 whole entry, looked up): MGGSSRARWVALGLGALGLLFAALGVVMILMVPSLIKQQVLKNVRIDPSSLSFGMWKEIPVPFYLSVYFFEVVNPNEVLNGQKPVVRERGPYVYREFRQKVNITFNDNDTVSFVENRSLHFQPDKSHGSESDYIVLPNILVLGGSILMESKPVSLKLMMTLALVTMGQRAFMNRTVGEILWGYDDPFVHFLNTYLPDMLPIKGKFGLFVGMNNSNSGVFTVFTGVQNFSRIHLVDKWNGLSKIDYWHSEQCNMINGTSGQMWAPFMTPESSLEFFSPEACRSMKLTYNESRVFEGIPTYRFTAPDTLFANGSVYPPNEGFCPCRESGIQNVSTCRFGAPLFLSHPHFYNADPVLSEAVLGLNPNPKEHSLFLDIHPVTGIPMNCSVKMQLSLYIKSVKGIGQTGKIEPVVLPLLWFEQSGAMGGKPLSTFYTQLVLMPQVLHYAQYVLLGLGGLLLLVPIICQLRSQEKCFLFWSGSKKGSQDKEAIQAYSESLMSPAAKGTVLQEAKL
Wnt act = activates Wnt/beta-catenin signaling in a reporter cell assay; activator, plate reader; activation, % at 9.35 µM; 300,000 tested, 1.2% active; AID 743398; in the data active = activation above about 30%, passing the limit was not always enough; inconclusive = no clear call, values can overlap the other calls;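 note: 0% = neutral control wells and 100% = positive control wells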
SR-BI uptake up = SR-BI HDL lipid transfer activation. CHO ldlA[mSR-BI] cells, DiI-HDL uptake fluorescence, 3 h; 100 = double the neutral-control signal. activation, % at 12.5 µM. 320,000 tested, 0.096% active. AID 504775;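 active = mean replicate activation of at least 60% and every replicate at or above 60%; inconclusive = mean or all-replicate condition met, but not both; inactive = mean below 60% and not all replicates reaching 60%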;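 note: 0% = median plate neutral-control signal and 100% = twice that signal; values of inactives mirror those of a sister screen read the other way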
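Material – SR-BI-overexpressing, LDLR-lacking CHO cells · Medium – BSA-supplemented, HEPES-buffered Ham's F12, pH 7.4 · Doses – single concentration · Times – compound with DiI-HDL co-incubation, 3 h at 37 °C · Measured by – bottom-read fluorescence, 550/595 nm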
CDK5 inh = CDK5/p35 (human) kinase inhibition. Q00535+Q15078. Recombinant CDK5/p35, ADP-Glo luminescence, 60 min. inhibition, % at 10 µM. 330,000 tested, 0.01% active;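 active = highest replicate inhibition of at least 50% and at least 75% of replicates reaching 50%; inconclusive = only one of the two criteria met; inactive = both criteria failed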;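 note: plate controls were DMSO neutral control for no effect and GW8510 at 10 µM for full effect; many of its hits are not listed in these tables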
MITF act = increases MITF-driven TRPM1 promoter luciferase signal. SK-MEL-5 TRPM1-promoter luciferase, 24 h; % of positive control, neutral wells = 0. activation, % at 12.5 µM. 300,000 tested, 0.75% active. AID 588334;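 active = mean activation of at least 80% with every replicate also reaching 80%; inconclusive = mean reaches 80% but some replicate falls short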;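 note: 0% = neutral control wells and 100% = parthenolide positive control wells; values of inactives mirror those of a sister screen read the other way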
dFosB activator = enhances mouse delta FosB homodimer DNA binding | P13346 | purified delta FosB, TAMRA-CDK5 oligo fluorescence polarization; percent of positive-control signal above neutral wells | activation, % at 25 µM | 340,000 tested, 0.99% active;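 active = mean activation above about 17%, with every replicate also reaching it, limit read from the data, passing the limit was not always enough; inconclusive = only one of the two conditions met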;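 note: fluorescence polarization rise as delta FosB binds a TAMRA Cdk5 AP-1 oligo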
Rtt109 HAT inh = inhibitors of Candida albicans Rtt109/Vps75 histone acetyltransferase. Q5AAJ8. purified Rtt109/Vps75, ThioGlo CoA-SH fluorescence, 4 h. inhibition, % at 34.9 µM. 330,000 tested, 0.16% active. AID 540336;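 active = inhibition of at least 50% in every replicate; inconclusive = best replicate reaches 50% inhibition but some replicates fall short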
Starred values were filed as active, the others as inactive; ? = inconclusive; . = not tested or not shown.

SMILES	PvdQ acylase	cardiac RTF act	HTR5A ag ctr	SR-BI DiI inh	Wnt act	SR-BI uptake up	CDK5 inh	MITF act	dFosB activator	Rtt109 HAT inh
Cc1ccc(Cn2c(C)nc3ccc([N+](=O)[O-])cc3c2=O)cc1	-7	-5	1	-6	-1	6	3.4	-13	-8	-1
O=C1NCCN(CC2CCN(CC3CCCC3)CC2)C1=O	10	-11	-4	2	-2	-2	0.8	-2	8	2
Cc1cccc(OCC(=O)N2CCC(N3CCOCC3)CC2)c1	-5	1	0	-7	.	7	-1.9	10	-3	-7
COCCCNCCOCCOc1ccc(C)cc1Br	-11	4	2	1	.	-1	-0.3	2	1	4
COc1ccc(S(=O)(=O)NC(C)C(=O)NCc2cccnc2)cc1C (stereo not drawn)	2	-4	7	-17	1	17	1.6	-3	1	6
O=C(c1cc(-c2ccc(Br)cc2)n[nH]1)N1CCN(C(=O)c2ccccc2Br)CC1	10	-5	4	46	-3	-46	0.1	14	-5	0
Cc1ccccc1OCC(=O)N(Cc1cccc(F)c1)C1CCS(=O)(=O)C1 (stereo not drawn)	-9	5	0	-5	-1	5	0.0	-10	-18	3
Cc1ccc(/C=C/C(=O)Nc2ccncc2)o1	9	2	-3	-12	.	12	1.8	15	4	-3
O=C(COc1ccccc1Cl)Nc1ccc(CN2CCOCC2)cc1	13	-3	1	11	4	.	0.1	27	-3	2
CC1CCN(S(=O)(=O)c2ccc(S(=O)(=O)NCC3COCCO3)cc2)CC1 (stereo not drawn)	-12	-1	-1	-16	-4	16	-0.4	-11	10	6
CC12CN3CC(C)(CN(C1)C3c1ccc3c(c1)OCO3)C2 (stereo not drawn)	-9	12	0	-7	-2	7	0.7	-1	-3	7
Cc1ccc(C(=O)Nc2cccc(C(=O)N3CCN(C)CC3)c2)cc1	3	-8	-3	-14	.	14	1.7	27	3	1
COc1ccc(CNC(=O)CSc2ncn[nH]2)cc1	-15	7	2	5	.	-5	1.0	-5	-7	4
CCNC(=S)NNC(=O)c1cc(-c2cccc(C)c2)nc2ccccc12	-10	-2	2	-7	7	7	3.5	28	-24	26
O=[N+]([O-])/C(=C\Nc1ccc(F)cc1F)S(=O)(=O)c1ccccc1	-5	-1	2	-6	-1	6	1.8	4	2	-10
CCc1ccc(NC(=O)C(CC)Sc2nc3cc4c(cc3c(=O)n2Cc2ccco2)OCO4)cc1 (stereo not drawn)	-11	-2	-1	14	4	-14	-0.9	12	-3	0
CC1Cc2cc(S(=O)(=O)NCCC(=O)N(C)Cc3ccccc3)ccc2N1C(=O)C1CC1 (stereo not drawn)	-8	-6	6	-5	1	5	1.9	6	-5	-3
CCc1ccccc1N1C(=O)C2C3C=CC(CC3)C2C1=O (stereo not drawn)	-16	-3	1	.	-2	.	0.2	15	-8	-5
CC1=NN(C(C#N)c2ccc(F)cc2)C(C)(C)C1 (stereo not drawn)	-8	4	-3	-26	-4	26	0.8	18	-12	-2
CCN(CC)CCNC(=O)c1ccc(-n2c(C)cc3c2CCCC3=O)cc1	-16	3	-6	-177	-1	?	0.5	-8	2	-7
CN1CCN(C(=O)/C(=C\c2cccs2)NC(=O)c2cccs2)CC1	-5	14	1	-2	.	2	-0.2	6	-6	4
COc1ccccc1/C(C)=N/NC(=O)c1nnn(-c2nonc2N)c1C(C)C	-3	-8	3	58	1	-58	-0.5	-4	-18	12
O=C(N/N=C/c1cn(Cc2ccccc2)c2ccccc12)c1cccnc1	-10	-9	4	12	-7	-12	-1.7	1	2	-1
O=C(N/N=C/c1cc(Br)c(O)c(Br)c1)c1cccnc1	11	-1	-6	1	0	-1	1.2	-9	1	2
C1CC(=NN=C2CCSCC2)CCS1	1	2	0	-7	-2	7	1.0	10	1	-3
COc1ccc(Nc2nc(Cl)nc(Nc3ccc(OC)cc3)n2)cc1	5	3	4	33	-2	-33	-0.2	6	2	-7
C/C=C/c1ccc(OCC(=O)N(CCOC)c2c(N)n(CCCC)c(=O)[nH]c2=O)c(OC)c1	-15	-5	3	20	-1	-20	-3.4	6	1	1
CCCOc1ccc(N2C(=O)CC(N3CCN(c4nc5ccccc5s4)CC3)C2=O)cc1 (stereo not drawn)	3	-1	6	34	-1	-34	0.5	.	-4	9
COc1ccc(CNc2ccc(-c3ccccc3OC)nn2)cc1	-4	-1	3	44	.	-44	-0.6	.	-3	-4
COc1ccc2cc(C(c3nnnn3Cc3ccc(F)cc3)N3CCCCCC3)c(=O)[nH]c2c1 (stereo not drawn)	-11	-4	-5	3	-4	-3	-0.3	-8	-1	-7
Cc1cc(NC(=O)CSc2nnc(COc3cccc(C)c3C)n2C)no1	1	-7	1	21	.	-21	4.1	5	21*	6
COc1ccccc1S(=O)(=O)CC(O)COc1ccccc1Cl (stereo not drawn)	-12	-2	4	-4	2	4	0.8	-12	-5	-17
CCOC(=O)c1c(C)nn(-c2ccc(NC(=O)CSCC(=O)O)cc2)c1C	3	-3	2	8	3	-8	0.1	-8	-1	16
CCOc1cc(-c2nc3ccccn3c2NCC2CCCO2)ccc1O (stereo not drawn)	-9	0	-1	29	-1	-29	2.8	.	-4	4
Cc1ccc(SC(C)C(=O)Nc2ccccc2-c2ccccc2)cc1 (stereo not drawn)	-8	5	-6	11	-1	-11	-7.6	-5	0	5
COc1ccc(CCNC(=O)COC(=O)c2ccc[nH]c2=O)cc1	-6	4	-1	-1	3	1	-0.1	4	-2	4
COc1ccccc1C(=O)NC(=O)COC(=O)c1cccc(NC(C)=O)c1	-7	-5	2	-9	0	9	0.0	-3	-12	-1
COC(=O)NC1CCS(=O)(=O)C1 (stereo not drawn)	3	3	2	-28	.	28	-1.1	4	-3	25
Cn1c(COc2ccccc2)nnc1SCC(=O)NC1CCCC1	-8	-4	-3	-10	-3	10	-0.3	5	-6	-12
S=C1NC2(CCCC2)Nc2ccccc21	4	4	-4	4	4	-4	0.3	-8	-2	3
COc1ccc(-c2csc3nc(-c4ccccc4F)oc(=O)c23)cc1	-1	-10	-7	10	0	-10	6.2	.	1	-5
O=C(CSc1nc2ccccc2c(=O)n1-c1ccccc1)N1CCc2ccccc21	5	4	1	6	.	-6	-0.3	-8	13	-2
O=C(COC(=O)c1ccc(S(=O)(=O)N2CCCC2)cc1)Nc1cccnc1Cl	-6	10	-1	-2	-1	2	-0.1	0	-4	-8
Cn1c(CNS(=O)(=O)c2ccc(F)cc2)n[nH]c1=S	3	-3	1	-32	-9	32	1.1	.	-3	4
COc1ccc(CNC(=O)C(=O)NCC2OCCN2S(=O)(=O)c2ccc(OC)c(OC)c2)cc1 (stereo not drawn)	-8	2	0	-3	-1	3	0.9	0	-10	-4
O=C1CCN(CCc2ccccc2)CCN1[C@H](CO)c1ccccc1	14	-1	3	16	0	-16	-0.3	17	3	-2
CS(=O)(=O)Nc1ccc(C2=NN(C(=O)c3ccco3)C(c3ccco3)C2)cc1 (stereo not drawn)	-6	0	3	17	-1	-17	-2.8	-19	-4	-6
O=C(NNC(=O)c1cc2cc(Br)ccc2oc1=O)c1ccc(O)cc1	-10	-4	4	-15	1	15	1.9	-3	-11	-15
COc1ccccc1CNC(=O)C1CC(c2ccccc2C(F)(F)F)=NO1 (stereo not drawn)	1	-4	5	-18	-4	18	-0.9	.	0	1
C=CCn1c(SC(C)C(=O)NCCC2=CCCCC2)nc2ccccc2c1=O (stereo not drawn)	-12	1	-1	-14	.	14	-1.0	-8	-12	2

Three compounds already listed, ordered by the number in Wnt act, lowest first:
structure	Wnt act
Cn1c(CNS(=O)(=O)c2ccc(F)cc2)n[nH]c1=S	-9
COc1ccccc1CNC(=O)C1CC(c2ccccc2C(F)(F)F)=NO1 (stereo not drawn)	-4
O=C(COC(=O)c1ccc(S(=O)(=O)N2CCCC2)cc1)Nc1cccnc1Cl	-1

(list continues)
SMILES	PvdQ acylase	cardiac RTF act	HTR5A ag ctr	SR-BI DiI inh	Wnt act	SR-BI uptake up	CDK5 inh	MITF act	dFosB activator	Rtt109 HAT inh
Cc1noc(C)c1C(=O)NC(C)C1CCCO1 (stereo not drawn)	3	-2	-3	-21	.	21	0.0	-4	-9	-6
CCOc1ccc(C(=O)c2cccs2)cc1	13	-3	-5	18	-1	-18	0.2	65	-3	1
O=C(COC(=O)c1cc(S(=O)(=O)N2CCCC2)ccc1O)Nc1ccc(SC(F)F)cc1	-19	1	2	-14	1	14	-1.3	1	5	-7
Cc1cccc(/N=C/c2ccccn2)n1	3	4	6	2	1	-2	2.8	-16	1	4
CCOC(=O)c1cnn(CCOC(=O)c2cccc(F)c2)c1NC(=O)c1cccc(F)c1	12	-1	-1	8	-2	-8	0.0	0	1	17
CCOC(=O)N1CCN(C(=O)c2n[nH]c(=O)c3ccccc23)CC1	-8	-1	1	-9	.	9	-0.9	-8	2	2
Clc1cccc(Cl)c1CSc1nnc(/C=C/c2ccccc2)o1	-8	2	-4	-17	.	17	-1.2	15	-6	-2
COc1ccc(S(=O)(=O)c2c(O)cc(C)c(NS(=O)(=O)c3ccccc3)c2C)cc1	-18	-3	-3	.	-1	.	-0.7	-1	11	28
COc1ccc(N(CC(=O)NCCC2=CCCCC2)S(=O)(=O)c2ccccc2)cc1	-16	3	-2	.	7	.	-1.1	-12	-2	7
COc1cc(/C=C/C(=O)O)cc(S(=O)(=O)Nc2ccc3cn[nH]c3c2)c1OC	-8	1	4	-18	1	18	-4.3	-24	-8	-2
COc1ccc(-c2nnc(-c3ccc(OCC(C)C)cc3)o2)cc1	-19	-3	-2	-21	4	21	-10	-1	-6	-2
CN1C(=O)CCC1(O)c1ccccc1 (stereo not drawn)	9	1	-3	5	.	-5	1.4	.	1	.
CCOc1cc(N)c(Cl)cc1C(=O)NCC1CN(Cc2ccc(F)cc2)CCO1 (stereo not drawn)	0	10	1	52	1	-52	-1.3	24	0	7
COC(=O)c1ccc(Cl)c(NC(C)=O)c1	-15	-6	0	-13	.	13	-2.0	-2	-4	-7
CCCCNC(=O)Cn1nc(-c2ccc(C)cc2)ccc1=O	0	-4	6	-6	.	6	-0.2	12	-3	-12
CN(CC(=O)OCC(=O)c1c(N)n(C)c(=O)n(C)c1=O)S(=O)(=O)c1ccc(Cl)cc1	0	-4	-2	-9	-3	9	-0.9	5	-8	.
COc1ccc(C(=O)N(CCc2ccccc2)Cc2cccs2)c(OC)c1	3	-6	-1	.	0	.	0.6	-2	-10	5
CCc1ccc(-c2cc(C)no2)cc1S(=O)(=O)N1CCN(c2ccccc2OC)CC1	-19	0	-3	37	-2	-37	0.7	-3	-1	2
Cc1cccc(CN2CCCC(C(=O)N3CCCCC3)C2)c1 (stereo not drawn)	-13	5	2	-6	1	6	0.6	-11	0	1
Cc1ccc(CCc2nnc(SCC(=O)Nc3cc(Cl)ccc3Cl)n2-c2ccccc2)o1	4	-3	3	-19	-3	19	-1.8	-14	-20	1
